# Assay outcomes as filed in PubChem BioAssay.
# Growth percent in the NCI-60 one-dose screen (48 h, 10 µM unless noted): 100 = growth as untreated, 0 = no growth, -100 = all killed.
# RXF 393 – RXF 393 renal cancer cells | AID 1794773 | hit rate 6.9% among 77,000
# ACHN – ACHN renal cancer; hit rate 4.9% among 81,000; AID 1794771
# CAKI-1 – CAKI-1 renal cancer; hit rate 4.7% among 75,000
# UO-31 – UO-31 renal cancer. hit rate 5.2% among 81,000
# U251 – U251 CNS tumor cells | hit rate 5.4% among 80,000
# TK-10 – TK-10 renal cancer cells; hit rate 3.9% among 81,000
# SN12C – SN12C renal cancer cells. AID 1794767. hit rate 3.8% among 81,000
# 786-0 – 786-0 renal cancer cells. hit rate 5.1% among 81,000. AID 1794775
# A498 – A498 renal cancer cells; hit rate 5.4% among 76,000; AID 1794774
# An asterisk follows results filed as active; nt = no result given; & = joins results of further samples. Rule for the calls: active = growth percent below 10; inactive = the rest.
Compound,RXF 393,ACHN,CAKI-1,UO-31,U251,TK-10,SN12C,786-0,A498
Cc1cc(N2CCN(C3CCCC3)CC2)n2c(nc3ccccc32)c1C#N,106,73,77,48,89,115,78,93,89
CCOC(=O)c1c(N)c(C#N)cn1-c1cc(OC)ccc1OC,103,98,89,83,101,90,96,93,103
CCOC(=O)C1=C2N=C(C)C=C(c3ccccc3)N2NC(=O)N1,nt,102,94,91,109,125,98,110,104
Cc1ccc(-n2nc3n(/c2=N\C(=O)NS(=O)(=O)c2ccc(C)cc2)CCN3C2=NCCN2)cc1,123,95,90,84,105,101,97,99,93
CC1(C)OC(=O)C(=Cc2ccccc2Br)C(=O)O1,nt,102,95,92,97,nt,97,103,105
COc1ccc(C2CCCCC2)cc1,118,103,96,76,110,137,111,121,100
COc1c(Cl)ccc2c(-c3nc4cc(Cl)c(F)cc4s3)cc(=O)oc12,92,48,34,-89*,99,nt,96,-43*,107
CC(Oc1ccc(Cl)cc1Cl)C(=O)N=Nc1c(O)n(C)c2ccccc12 (stereo not drawn),100,104,98,101,89,109,95,97,72
N=C(N)c1ccc(-c2ccc(-c3ccc4ccccc4c3)s2)s1,-55*,26,59,56,nt,19,-62*,-39*,67
Cc1ccc(S(=O)(=O)N(Cc2ccccc2)c2ccccc2C(=O)NO)cc1,101,102,96,86,104,111,102,97,89
O=C(O)Cc1ccc(Cl)cc1Cl,104,97,103,94,108,105,91,105,106
COc1ccc(NCc2cccn2Cc2cccc3ccccc23)cc1,nt,83,68,77,95,102,93,88,97
Cc1ccc(Nc2nnc(-c3ccco3)o2)cc1,103,97,101,83,97,102,100,101,96
O=C(Cc1ccc(/C=C/C(=O)c2ncc[nH]2)cc1)Nc1ccc(F)cc1,19,46,nt,17,8.1*,36,17,24,67
ClCC#CCSc1ncnc2nc[nH]c12,78,105,107,87,106,84,100,110,nt
CCN(C(=O)CN1C(=O)/C(=C/c2ccco2)SC1=S)C1CCS(=O)(=O)C1 (stereo not drawn),109,114,91,84,104,121,106,101,105
Cn1c(O)c(/C=C2\C=Nc3ccccc32)n(C)c1=N,128,93,81,67,98,145,100,100,108
C=CC(=O)OCCCCCCC,106,107,89,86,98,96,102,92,99
O=C(O)c1ccccc1Sc1ccc([N+](=O)[O-])cn1,115,118,100,87,98,108,99,94,111
COC(=O)c1c2c(c(C)[n+]([O-])c1C)C(=O)C=C(NCc1ccc(F)cc1)C2=O,-22*,-45*,-0.9*,-21*,-23*,14,-89*,5.9*,nt
COc1ccc(OC)c(/C=C2\N=C(c3ccccc3)N(c3ccc(S(N)(=O)=O)cc3)C2=O)c1,95,86,77,60,85,108,90,100,100
O=Cc1sc2ccccc2c1Br,107,92,74,57,98,141,95,103,96
Nc1nc2ccc(OC(F)(F)F)cc2s1,102,101,90,93,102,101,117,109,62
CC(=O)Oc1cccc([N+](=O)[O-])c1,115,101,102,80,101,89,100,100,106
CCC(C)Cn1cnc2c(Sc3c([N+](=O)[O-])ncn3C)nc(N)nc21 (stereo not drawn),105,90,71,30,90,93,92,101,nt

# 2 entries drawn at random from the list so far, as already listed:
Compound,RXF 393,ACHN,CAKI-1,UO-31,U251,TK-10,SN12C,786-0,A498
COc1ccc(OC)c(/C=C2\N=C(c3ccccc3)N(c3ccc(S(N)(=O)=O)cc3)C2=O)c1,95,86,77,60,85,108,90,100,100
COc1c(Cl)ccc2c(-c3nc4cc(Cl)c(F)cc4s3)cc(=O)oc12,92,48,34,-89*,99,nt,96,-43*,107

# The listing continues:
Compound,RXF 393,ACHN,CAKI-1,UO-31,U251,TK-10,SN12C,786-0,A498
CC(Cl)C(O)C#N (stereo not drawn),87,115,103,88,96,89,102,101,97
CC1=NN(c2ccccc2)C(=O)/C1=C\N1CC(=O)NC1=S,108,99,98,92,98,122,101,104,93
CCOC(=O)CC1CSC(N/N=C/c2ccc(O)cc2)=N1 (stereo not drawn),111,105,95,90,99,92,105,90,108
O=C(NNC(=O)[C@@H]1C[C@H](C(=O)O)[C@@H]2CCC[C@@H]21)c1ccncc1,114,105,nt,92,89,85,106,97,96
CC1=NNC(C)(C)C1,101,107,100,88,123,107,109,100,112
Cc1ccc(NC(=O)c2ccccc2)c(C)c1,111,101,83,57,101,135,98,99,62
Cc1ccc(C(=O)NN2C(=O)CSC2c2cccc(Cl)c2)cn1 (stereo not drawn),104,96,88,31,99,89,88,102,122
Cc1ccccc1Cc1ccccc1,112,102,nt,87,105,107,103,108,nt
Cc1ccc(/C=C2\SC(=S)N(CCC(=O)Nc3ncc(Cc4ccc(Cl)cc4)s3)C2=O)cc1,106,98,90,82,100,110,97,103,112
OC1CCN(CCCOc2c3ccccc3nc3c2oc2ccccc23)CC1,-43*,-39*,-37*,-34*,4.2*,nt,-1.2*,7.2*,-79*
O=C(NCCO)c1ncc(-c2ccc(C(F)(F)F)cc2)c(NC2CCCCCC2)n1,84,93,97,83,93,110,101,99,86
Nc1c(C(=O)c2ccc(Br)cc2)sc2nc3c(cc12)CCC3,70,70,82,83,88,72,91,87,72
O=C(O)Cc1cc2c(cc1Br)OCO2,115,110,105,99,114,72,95,102,nt
O=[N+]([O-])c1cccc(/C=N/Nc2nc(N/N=C/c3cccc([N+](=O)[O-])c3)nc(N3CCOCC3)n2)c1,72,70,70,49,83,146,76,70,87
O=C1C(Cl)=C(Cl)C(Cl)(Cl)C(Cl)C1(Cl)Cl (stereo not drawn),116,100,99,85,103,99,89,102,115
Cc1cccc2c1N[C@@H]1N(C)c3ccccc3[C@]1(C)C2,106,100,91,47,101,98,101,105,92
CC(C)(C)C(=O)NCCNc1nccc(Nc2ccc(S(=O)(=O)Nc3ccccn3)cc2)n1,122,101,95,89,103,98,104,97,93
Cc1ccc(-c2csc(NC(=O)c3cc(-c4ccc(Cl)cc4)nc4ccccc34)n2)cc1,100,100,nt,66,98,122,108,96,nt
CC(O)c1ccc(C(C)(C)C)cc1 (stereo not drawn),120,105,101,95,105,108,99,103,106
COc1cc(CNC(=O)C23CCC(C)(C)CC2C2=CCC4[C@@]5(C)CC[C@H](OC(C)=O)C(C)(C)C5CC[C@@]4(C)[C@]2(C)CC3)ccc1O (stereo partly drawn),96,74,54,55,71,87,64,nt,67
COc1ccc(-n2c(SCc3cc(OC)c(OC)c(OC)c3)nc3ccc(Cl)cc3c2=O)c(OC)c1,118,97,93,87,100,113,99,109,95
C/C(=N/N)c1nnn(-c2ccc(F)cc2)c1C,110,105,99,80,96,100,99,104,113
O=c1n(Cc2ccc(Cn3cnn(-c4ccccc4)c3=O)cc2)cnn1-c1ccccc1,116,94,94,67,93,127,101,101,102
O=C1/C(=C\c2cccn2C(=O)c2ccc(Cl)s2)c2ccccc2N1c1c(Cl)cccc1Cl,68,90,90,71,81,66,89,72,78
Cc1cc(N)nc(=O)n1C1CC(O)C(CO)O1 (stereo not drawn),116,99,93,75,102,96,97,98,78

# Structural class: those above with an aryl methoxy group.
Compound,RXF 393,ACHN,CAKI-1,UO-31,U251,TK-10,SN12C,786-0,A498
CCOC(=O)c1c(N)c(C#N)cn1-c1cc(OC)ccc1OC,103,98,89,83,101,90,96,93,103
COc1ccc(C2CCCCC2)cc1,118,103,96,76,110,137,111,121,100
COc1c(Cl)ccc2c(-c3nc4cc(Cl)c(F)cc4s3)cc(=O)oc12,92,48,34,-89*,99,nt,96,-43*,107
COc1ccc(NCc2cccn2Cc2cccc3ccccc23)cc1,nt,83,68,77,95,102,93,88,97
COc1ccc(OC)c(/C=C2\N=C(c3ccccc3)N(c3ccc(S(N)(=O)=O)cc3)C2=O)c1,95,86,77,60,85,108,90,100,100
COc1cc(CNC(=O)C23CCC(C)(C)CC2C2=CCC4[C@@]5(C)CC[C@H](OC(C)=O)C(C)(C)C5CC[C@@]4(C)[C@]2(C)CC3)ccc1O (stereo partly drawn),96,74,54,55,71,87,64,nt,67
COc1ccc(-n2c(SCc3cc(OC)c(OC)c(OC)c3)nc3ccc(Cl)cc3c2=O)c(OC)c1,118,97,93,87,100,113,99,109,95

# Going on with the list:
Compound,RXF 393,ACHN,CAKI-1,UO-31,U251,TK-10,SN12C,786-0,A498
CC[C@]12C=CCN3CC[C@@]4(c5ccc(OC)cc5N(C)[C@H]4[C@@](O)(C(=O)OC)[C@@H]1OC(=O)CCC(=O)O[C@H]1CC[C@H]4[C@@H]5CC[C@H]6CC(=O)CC[C@]6(C)[C@H]5CC[C@]14C)[C@@H]32,26,19,nt,13,18,21,25,31,12
COc1ccc(/C=C/C(=O)c2ccc(O)c(CN3CCN(c4cc5c(cc4F)c(=O)c(C(=O)O)cn5C4CC4)CC3)c2)cc1OC,83,80,71,56,nt,95,59,83,47
O=C(CSc1nnc(-c2cc(-c3ccc(Cl)cc3)nc3ccccc23)n1-c1ccccc1)Nc1ccc(C(=O)/C=C/c2ccc(Cl)cc2)cc1,112,105,77,72,110,125,100,110,113
Cc1ccc(-c2csc(N3C(=O)c4ccccc4C3=O)n2)cc1,90,98,95,84,99,110,94,100,118
C[C@]12CC[C@@H]3c4ccc(O)cc4CC[C@H]3[C@@H]1COC2=O,93,98,82,86,95,122,91,76,150
CCCC(=O)OCc1ccc(OC)cc1,105,94,102,90,97,120,99,95,133
CCOc1ccc(C(=O)OC)cc1,97,107,99,97,99,97,111,103,93
Cc1ncc(C(=O)Nc2ccc(CN3CCN(C)CC3)c(C(F)(F)F)c2)cc1C#Cc1c(N)ncc2ccc(F)cc12,-88*,-16*,21,6.1*,-88*,-89*,19,-70*,-65*
CCOC(=O)CC(C(C)=O)C(=O)OCC (stereo not drawn),nt,105,95,98,99,nt,97,108,101
C/C(=N/O)c1cc(Br)c2cccc3c2c1CC3,99,111,84,99,95,112,99,98,91
O=[N+]([O-])c1ccc2[nH]cc(-c3c4ccsc4cc4[nH]c5ccc([N+](=O)[O-])cc5c34)c2c1,-42*,25,26,23,6.5*,31,22,-44*,-17*
Oc1cccc2c(O)cccc12,110,77,98,49,98,95,78,109,94
CCC(=O)Nc1ccc(C(=O)c2ccccc2)cc1,93,95,120,84,100,96,96,103,83
O=C1OCN(c2cccc(Cl)c2)c2ccccc21,120,99,95,88,95,nt,92,92,95
C=CCC(=O)N[C@H](/C=C/C(=O)O)Cc1ccc(-c2cc(Cl)cc(Cl)c2)cc1,nt,102,86,81,83,104,100,98,nt
CC(=O)c1c(C)n(C)c2c1c(-c1ccccc1)nc1ccccc12,104,97,87,69,102,119,95,101,98
S=C(S)NCCc1c[nH]c2ccccc12,106,101,81,63,108,128,92,100,nt
Cc1ccc(N=Nc2sc(-n3[nH]c(=O)ccc3=O)nc2C)cc1,100,96,89,76,95,130,95,94,105
CCOC(=O)CS,107,116,104,100,103,108,101,106,88
N#Cc1c(-c2ccccc2Cl)c2c(Br)cc3ccccc3c2oc1=O,102,108,100,95,88,nt,94,86,119
Cn1c(=S)c2[nH]c(SCCN)nc2n(C)c1=O,136,102,103,89,115,98,103,108,95
CCCCCCc1cn(C(C)c2ccc(OC)c(OC3CCCC3)c2)nn1 (stereo not drawn),89,74,62,63,86,91,89,79,82
Cc1c(Cl)cc(-n2c(=O)c3ccccc3c3ccccc3c2=O)cc1Cl,123,101,81,65,102,111,85,99,141
NS(=O)(=O)c1cccc(Nc2nc(SCC(=O)c3ccc(Cl)cc3)nc3c2CCCC3)c1,120,97,95,93,87,119,97,99,98
CC(C)c1ccc(-n2c(=S)[nH]c3sc4cc(O)ccc4c3c2=O)cc1,91,99,92,77,103,123,100,103,62
CCOC(=O)CCNC(=O)CCC(=O)NS(=O)(=O)c1ccccc1,129,112,96,87,101,99,109,107,120
Clc1ccc(-c2cn3cc(Cc4ccccc4)sc3n2)cc1,120,89,73,90,98,97,94,91,80
O=C(O)c1ccccc1NC1SC(=O)N(c2ccccc2)C1=O (stereo not drawn),109,97,100,96,93,95,98,101,96
O=S1(=O)CCN(CCc2ccccc2)CC1,117,99,92,91,95,102,113,92,85
O=c1[nH]c2ccc(Cl)cc2[nH]c1=O,101,111,nt,82,96,90,103,99,93
COc1ccc(N=C(C)CC(C)=O)cc1,98,95,82,83,89,119,103,107,nt
Cn1cc(-c2nc(N)nnc2-c2c[nH]c3ccc(Br)cc23)c2ccccc21,85,89,89,72,99,142,106,101,100
Nc1c(I)cc([N+](=O)[O-])cc1I,109,108,99,88,99,94,100,100,93
O=C(/C=C/C=C/c1ccc2c(c1)OCO2)N1CCCCC1,110&105,106,106&93,74&89,102&95,175&157,100&98,57&103,84&93
FC(F)(F)c1cc(N2CCSCC2)nc(NCCCNc2ccnc3cc(Cl)ccc23)n1,82,87,73,55,85,80,86,69,50
CC(C)CCC[C@@H](C)[C@H]1CC[C@H]2[C@@H]3CC[C@H]4C[C@@H](CCC=C(c5cc(Cl)c(O)c(C(=O)O)c5)c5cc(Cl)c(O)c(C(=O)O)c5)CC[C@]4(C)[C@H]3CC[C@]12C,113,88,118,42,93,109,112,100,128
COc1ccc(C(=O)/C=C/c2cccc(Nc3ccnc4cc(Cl)ccc34)c2)cc1,42,30,nt,6.6*,8.8*,-11*,26,-35*,40
COn1cc(C(=O)c2ccc(C)cc2)c2cc(C#N)c(C#N)cc21,106,97,93,89,91,105,97,106,90
S=c1[nH]ccn1-c1ccccc1,108,100,95,94,90,94,87,100,87
Cc1c(OCC(F)(F)F)ccnc1CNc1ccc(C2=CC(c3ccccc3)N=C(N)N2)cc1 (stereo not drawn),86,82,62,49,64,83,79,85,88
